Measles CPE: protection of cells from measles virus | Measles virus-infected cells, CPE protection, absorbance | protection (pct of control), % at 4 µM | actives 1.5% (n = 140,000); in the data active = protection mostly above about 24%, no sharp cut-off; inactive = mostly below about 26%; also: some compounds called inactive have numbers as strong as hits
E-sel TNF inh: TNF alpha driven E-selectin expression inhibition | actives 0.71% (n = 120,000) | inhibition, % at 2 µM | HUVEC TNFa-induced E-selectin immunofluorescence, high content;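 active = inhibition above the batch mean plus 3 SD, and confirmed as a hit on visual image review, cut at about 43% in these data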;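 also: 0% = TNF-stimulated DMSO wells and 100% = unstimulated control wells; not every result past the cut was called active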
MRP-1 activ: activates MRP-1; H69AR cells + doxorubicin, viability rescue, CellTiter-Glo; viability increase, % at 10 µM; actives 0.61% (n = 140,000); AID 799;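 active = viability gain under doxorubicin at or above a set limit, the compound median plus 3 SD, cut at about 4.7% in these data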;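 also: MRP-1 overexpressing cells given doxorubicin 25 µM after compound pretreatment; 18-22 h compound pretreatment then 72 h with doxorubicin before readout; 0% = doxorubicin-only wells and 100% = vehicle-treated cells without doxorubicin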
NPY Y2 blocker: antagonists of human neuropeptide Y receptor Y2. NPY-Y2 expressing cells, antagonist mode. actives 0.99% (n = 140,000). inhibition, % at 2.7 µM. AID 793. P49146; in the data active = inhibition above about 17%;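 also: 0% = vehicle with agonist challenge and 100% = reference antagonist with challenge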
Target sequence (P49146 whole entry, looked up): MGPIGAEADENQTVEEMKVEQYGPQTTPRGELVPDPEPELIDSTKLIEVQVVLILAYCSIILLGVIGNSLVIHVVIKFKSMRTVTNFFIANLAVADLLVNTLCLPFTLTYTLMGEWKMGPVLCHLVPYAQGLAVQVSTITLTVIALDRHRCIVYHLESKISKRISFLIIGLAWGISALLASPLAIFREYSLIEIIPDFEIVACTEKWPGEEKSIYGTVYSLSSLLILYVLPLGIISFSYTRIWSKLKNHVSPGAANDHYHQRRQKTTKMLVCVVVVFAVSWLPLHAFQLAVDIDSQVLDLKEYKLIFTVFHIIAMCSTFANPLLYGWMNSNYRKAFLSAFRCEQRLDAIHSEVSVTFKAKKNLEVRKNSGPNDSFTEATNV
Yeast growth inh: yeast BB579 growth reduction in restrictive medium; S. cerevisiae BB579 growth, OD615, 48 h; inhibition, % at 10 µM; actives 0.51% (n = 140,000);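 active = inhibition above a set limit, 3 SD over the mean compound inhibition, cut at about 44% in these data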; also: inactives centre near -24
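Material: Saccharomyces cerevisiae DeaD strain BB579, replicative lifespan model yeast; buffer or medium: CSMM-D restrictive synthetic medium containing dextrose (glucose); compound: 10 µM single dose, DMSO 0.25%; timing: 48 h compound exposure at 30 °C after 4 h preincubation; signal: turbidity as optical density at 615 nm; benchmarks: positive control amphotericin B 10 µg/mL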
Phagocyt inh: blocks phagocytosis by macrophages; J774A.1 macrophage IgG-bead phagocytosis, imaging; actives 0.07% (n = 110,000); AID 1029; inhibition, % at 5 µM;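 active = inhibition above the mean of the plate negative controls plus 5 SD, cut at about 13% in these data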;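 also: phagocytic index as fraction of beads internalized from green versus red external bead signal; plate controls were DMSO negative control for no effect and cytochalasin-D positive control for full effect; some results beyond the cut were filed as inactive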
GALR2 blocker: blocks the human galanin receptor 2; AID 828; O43603; inhibition, % at 4 µM; GALR2-expressing cells, antagonist mode; actives 0.39% (n = 140,000); in the data active = inhibition above about 27%;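 also: cells stimulated with galanin 1-16 at roughly its EC80; 0% = agonist challenge control and 100% = basal control without agonist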
Target sequence (O43603 whole entry, looked up): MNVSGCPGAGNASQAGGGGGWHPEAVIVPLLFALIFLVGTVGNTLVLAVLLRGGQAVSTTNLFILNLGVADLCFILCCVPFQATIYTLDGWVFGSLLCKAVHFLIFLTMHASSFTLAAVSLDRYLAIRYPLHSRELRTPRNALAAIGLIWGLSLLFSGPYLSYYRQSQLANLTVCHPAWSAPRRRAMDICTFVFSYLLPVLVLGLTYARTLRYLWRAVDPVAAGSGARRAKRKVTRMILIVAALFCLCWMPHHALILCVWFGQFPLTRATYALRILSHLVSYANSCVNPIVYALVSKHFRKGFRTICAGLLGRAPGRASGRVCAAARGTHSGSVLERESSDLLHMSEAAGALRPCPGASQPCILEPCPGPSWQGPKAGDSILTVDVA
PTEN del growth: suppresses growth of cells with PTEN deletion; viability, % at 10 µM; actives 1.2% (n = 140,000); HCT116 PTEN-null viability, CellTiter-Glo, 60 h; active compounds read low; AID 827;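 active = viability at or below a set limit, 4 SD under the median of all tested compounds, cut at about 3.7% in these data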;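 also: PTEN knockout HCT116 line with beta catenin targeted HCT116 as companion control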
HCT116 bCat-KO: beta-catenin-lacking colon tumor cell growth suppression; HCT116 beta-catenin knockout viability, CellTiter-Glo, 60 h; active compounds read low; viability, % at 10 µM; actives 1.5% (n = 140,000);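 active = viability at or under a set limit, the compound median less 4 SD, cut at about 6% in these data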;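 also: 0% = Hyamine 1622 control at 20 µM and 100% = untreated cell control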
Yeast life ext: yeast lifespan extension; S. cerevisiae growth with nicotinamide, OD615; deaD strain in restrictive glucose medium; inhibition of the nicotinamide effect, % at 10 µM; actives 0.68% (n = 130,000); AID 775;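 active = inhibition above a set limit, placed 3 SD over the median of all compounds, cut at about 26% in these data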;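 also: 0% = nicotinamide-treated wells and 100% = cells grown without nicotinamide; some compounds called inactive have numbers as strong as hits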
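Buffer or medium: CSMM-D glucose medium, restrictive; test system: modified budding yeast, DeaD strain; compound: single dose 10 µM compound, 0.25% DMSO; schedule: culture preincubation 4 h, compound exposure 48 h, both 30 °C; detection: optical density (absorbance) at 615 nm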
* = called active by the depositor; . = not tested or not shown; & = joins results of further samples.

SMILES	Measles CPE	E-sel TNF inh	MRP-1 activ	NPY Y2 blocker	Yeast growth inh	Phagocyt inh	GALR2 blocker	PTEN del growth	HCT116 bCat-KO	Yeast life ext
COCCNS(=O)(=O)c1cc(OC)c(Cl)cc1Cl	7.4	-16.5	0.3	-1.4	9.1	-3.1	0.3	100.8	99.3	-5.0
COc1ccccc1NS(=O)(=O)c1cccc(C(=O)OCc2nc3ccccc3s2)c1	6.6	-13.7	-1.9	5.3	-18.6	-6.3	2.9	96.0	99.6	1.6
Cc1[nH]c2ccccc2c1C(=O)CN1CCSCC1	3.5	-9.8	-3.9	1.5	2.6	-0.5	-1.5	83.3	93.3	-15.5
O=C1c2ccccc2-c2onc3ccc(Oc4ccccc4)c1c23	1.8	8.0	-7.5	0.7	-18.9	.	4.0	1.5*	1.9*	.
O=C(NC12CC3CC(CC(C3)C1)C2)c1ccc(S(=O)(=O)N2CCOCC2)cc1	12.7	.	-0.9	1.5	-27.7	-2.0	-10.9	96.8	88.8	-7.3
CCOC(=O)COn1c(=O)c(=O)n(O)c2ccccc21	2.4	-25.9	-0.7	0.8	-63.4	-0.5	12.2	85.1	88.0	-6.0
O=C(COc1ccc2ccccc2c1)Nc1ccc2c3c(cccc13)CC2	16.0	.	-3.8	20.9*	-25.3	-2.2	7.9	97.1	84.1	1.5
CN(C)c1ccc(/C=C/C(=O)c2cccc(Br)c2)cc1	12.9	-48.3	-6.2	2.7	-29.6	.	5.2	16.4	18.4	-22.5
CCOC(=O)C1=C(C)NC(C)=C(C(=O)OCC)C1c1ccccn1	5.9	34.2	1.6	-0.3	-50.8	-0.5	-4.5	96.5	105.2	-3.3
CC1CCN(C(=S)c2cn(Cc3ccccc3F)c3ccccc23)CC1	19.7	-33.9	-0.3	28.8*	-63.6	-0.7	-8.9	75.0	79.4	-11.0
COc1ccc(CN(Cc2ccccn2)S(=O)(=O)c2ccc(-n3cnnn3)cc2)cc1	13.0	-13.1	-1.6	-1.9	-84.3	.	3.3	91.1	86.5	-10.3
O=C(CCn1c2c(c3ccccc31)CCCC2)NNC(=O)c1ccc([N+](=O)[O-])cc1	12.8	1.0	1.5	-2.7	-48.5	-2.8	-0.8	82.7	85.2	3.0
CC1(C)C(=O)OC(C(=O)c2ccccc2)C2(CCCCC2)C1=O (centres undefined)	5.1	23.8	-1.1	-0.9	-21.4	-3.1	-7.5	86.7	80.1	24.5
O=C(Nc1cccnc1)c1c(F)c(F)c(F)c(F)c1F	2.7	-4.5	-1.7	-1.1	-47.8	0.9	5.3	77.9	84.8	-15.6
CC(=O)c1ccc(Oc2cc(C)nc(N3CCOCC3)n2)cc1	6.0	.	-1.7	1.0	0.4	-5.2	2.0	101.2	89.8	-5.7
COc1cc(C2C(C#N)=C(N)Oc3cc(N(C)C)ccc32)cc2c1OCO2 (centres undefined)	3.1	.	-1.7	4.9	-39.6	.	5.6	17.4	12.9	5.7
CN(C)/C=C/C(=O)c1ccc(Cl)cc1	9.0	20.0	1.5	-0.1	11.0	.	-4.3	94.9	92.7	9.8
Cc1ccc(S(=O)(=O)c2cc3ccccc3oc2=Nc2ccc3c(c2)OCO3)cc1	24.8*	-15.9	-3.4	2.4	-35.2	0.8	-2.3	90.3	80.9	-14.6
COC(=O)c1ccccc1S(=O)(=O)Nc1ccc(OC)nc1	3.8	-36.4	-0.8	1.7	-18.8	-2.0	-2.1	93.8	107.3	-12.4
Cc1ccc(S(=O)(=O)N2CCC(C(=O)N3CCN(Cc4ccccc4)CC3)CC2)cc1	13.1	-19.5	-0.8	0.2	-38.1	0.0	-2.7	86.7	85.4	0.2
Cc1cc(C)cc(NC2=NC3(CCCCC3)N=C(N)N2)c1	17.4	3.5	-2.1	1.9	-10.9	0.0	-16.1	21.8	20.6	-8.2
COc1ccc(NC(=O)CC#N)cc1OC	6.2	-20.8	-2.1	1.4	-38.4	.	-5.8	97.0	95.2	-2.2
COc1cc(NC(=O)c2noc3c2CCC3)c(OC)cc1Cl	29.0	-42.7	-1.3	1.1	-15.4	0.8	1.1	99.2	92.2	-7.8
COc1ccc(F)cc1S(=O)(=O)N1CCCC(C)C1 (centres undefined)	5.1	8.3	-1.7	-0.6	3.9	.	-6.7	91.6	96.9	-7.7
O=c1[nH]c(CSc2nnc(COc3ccccc3)n2-c2ccccc2)nc2ccccc12	3.4	15.9	-4.3	-0.5	-44.9	1.6	-5.5	73.5	72.2	-4.7

Some of the entries so far, with two lines to a compound:
Results follow in this order: Measles CPE	E-sel TNF inh	MRP-1 activ	NPY Y2 blocker	Yeast growth inh	Phagocyt inh	GALR2 blocker	PTEN del growth	HCT116 bCat-KO	Yeast life ext
O=C(COc1ccc2ccccc2c1)Nc1ccc2c3c(cccc13)CC2
    16.0	.	-3.8	20.9*	-25.3	-2.2	7.9	97.1	84.1	1.5
O=C(Nc1cccnc1)c1c(F)c(F)c(F)c(F)c1F
    2.7	-4.5	-1.7	-1.1	-47.8	0.9	5.3	77.9	84.8	-15.6
COc1ccc(NC(=O)CC#N)cc1OC
    6.2	-20.8	-2.1	1.4	-38.4	.	-5.8	97.0	95.2	-2.2
O=C(NC12CC3CC(CC(C3)C1)C2)c1ccc(S(=O)(=O)N2CCOCC2)cc1
    12.7	.	-0.9	1.5	-27.7	-2.0	-10.9	96.8	88.8	-7.3

Continuation:
SMILES	Measles CPE	E-sel TNF inh	MRP-1 activ	NPY Y2 blocker	Yeast growth inh	Phagocyt inh	GALR2 blocker	PTEN del growth	HCT116 bCat-KO	Yeast life ext
O=C(NCCc1c[nH]c2ccccc12)C(=O)NCC1OCCCN1S(=O)(=O)c1ccc(F)cc1 (centres undefined)	6.2	-2.5	-1.4	-0.3	-33.4	-3.0	3.0	98.6	92.9	2.3
CCCc1cc(C(=O)OC)c(NC(=O)OCC)s1	9.8	-0.5	-0.8	-0.9	-33.4	-0.5	-12.0	98.5	96.6	-8.3
COc1ccc2[nH]c(N=Nc3ccccc3C)c(O)c2c1	3.4	2.0	-2.9	-4.4	-17.2	-5.8	16.4	99.0	99.2	5.1
Cc1nc2cc(-c3cccc(F)c3)nn2c(C)c1CCC(=O)NC(C)CCc1ccco1 (centres undefined)	17.1	8.9	-0.3	0.5	-75.7	0.7	-2.5	61.1	57.8	-6.3
O=C(Nc1ccon1)c1ccc(Cl)s1	14.9	1.6	1.5	1.9	-6.6	-0.4	-5.6	98.8	100.8	-10.2
Nc1ccc2c(c1)-c1ccccc1S(=O)(=O)N2	1.9	-17.2	0.5	2.4	-7.6	0.5	8.5	90.6	97.3	-5.8
COc1ccc(C(=O)Nc2cccc(-c3nnc(-c4ccco4)o3)c2)cc1	15.6	14.9	-3.8	6.3	-31.1	.	1.4	41.2	54.0	-6.3
Cc1c(C(=O)NCC2COc3ccccc3O2)oc2ccc(S(=O)(=O)N3CCOCC3)cc12 (centres undefined)	2.0	6.4	-0.2	-0.2	-7.6	-0.4	7.3	41.7	51.1	-4.4
Cc1cccc(-n2c(SCc3cc(=O)n4ccsc4n3)nc3ccccc32)c1	7.8	14.1	-3.7	2.3	-27.5	.	0.5	72.1	80.0	-6.6
NC(=O)C1CCN(C(=O)CN(c2cccc(C(F)(F)F)c2)S(=O)(=O)c2ccccc2)CC1	4.1	-7.0	-0.2	-2.7	-36.3	-0.6	-6.3	99.7&108.6	82.8	-7.5
O=C(NCC1OCCc2ccccc21)c1ccc(NC(=O)c2cccc(Br)c2)cc1 (centres undefined)	6.8	.	-5.0	1.5	-12.4	-1.7	4.2	4.7	18.1	4.5
Clc1cccc2sc(N3CCN(c4ccccc4)CC3)nc12	3.8	25.2	-0.4	2.9	-38.6	-5.9	-16.0	83.1	80.2	-5.1
NC(=O)c1ccc(N2CCCCC2)c(N2C(=O)C3CC=CCC3C2=O)c1 (centres undefined)	21.4	9.5	0.8	-2.5	-10.6	.	9.8	98.5	90.4	-11.0
CN1C(=O)c2ccc(NC(=O)c3ccc(N4CCCCC4)c([N+](=O)[O-])c3)cc2C1=O	9.1	-23.4	-0.7	-1.3	-13.9	0.4	-8.1	83.9	97.1	-2.9
COc1ccccc1OCc1ccc(C(=O)Nc2ccccc2F)cc1	3.4	-14.0	2.0	3.1	-40.9	-4.4	1.6	89.4	85.6	2.0
CCc1ccc(-c2csc3[n+]2CCN3C(C)=O)cc1	.	2.8	-1.8	1.3	-39.2	-1.9	5.0	108.0	96.9	-11.1
CS(=O)(=O)c1cccc(C(=O)NCc2ccccc2)c1	4.1	-31.4	-1.4	-0.6	-59.2	-1.1	-7.4	103.1	97.1	-5.5
CC(C)C[C@H](NC(=O)OC(C)(C)C)C(=O)N/N=C/C1=Cc2ccccc2OC1C (some centres undefined)	2.3	-4.3	-5.5	10.3	-52.9	.	17.7	50.1	58.0	0.2
CCOC(=O)c1cnc2c(C)c(C)ccc2c1Nc1ccc(S(=O)(=O)Nc2ncccn2)cc1	9.4	-72.1	-0.1	2.1	-37.4	-10.8	8.0	92.5	90.0	0.1
O=C(NCCc1c[nH]c2ccccc12)/C(=C\c1cccnc1)NC(=O)c1ccco1	9.7	.	-1.4	-1.8	-51.4	-5.5	-7.3	89.8	76.2	-1.1
O=C(CN(c1cccc(Cl)c1)S(=O)(=O)c1ccc(Cl)cc1)N1CCc2ccccc2C1	5.6	-4.8	-2.3	9.6	-33.7	-0.6	10.7	64.5	66.5	8.4
O=C(Nc1cccnc1)c1coc(=O)c2ccccc12	0.8	.	-1.8	1.4	-23.3	0.4	-2.0	89.9	84.8	-13.9
CCn1c(SCC(=O)Nc2ccc3c(c2)oc2ccccc23)nnc1-c1ccc(N)cc1	16.9	3.3	-4.8	-3.9	-25.1	.	-2.7	58.4	49.6	-10.5

Compound profiles, from the list above:
`COc1ccccc1OCc1ccc(C(=O)Nc2ccccc2F)cc1` is listed with Measles CPE = 3.4; E-sel TNF inh = -14.0; MRP-1 activ = 2.0; NPY Y2 blocker = 3.1; Yeast growth inh = -40.9; Phagocyt inh = -4.4; GALR2 blocker = 1.6; PTEN del growth = 89.4; HCT116 bCat-KO = 85.6; Yeast life ext = 2.0
`CCOC(=O)c1cnc2c(C)c(C)ccc2c1Nc1ccc(S(=O)(=O)Nc2ncccn2)cc1` is listed with Measles CPE = 9.4; E-sel TNF inh = -72.1; MRP-1 activ = -0.1; NPY Y2 blocker = 2.1; Yeast growth inh = -37.4; Phagocyt inh = -10.8; GALR2 blocker = 8.0; PTEN del growth = 92.5; HCT116 bCat-KO = 90.0; Yeast life ext = 0.1

Screening results as filed in PubChem BioAssay.
